From PubChem BioAssay
hcDAF12 agonist: H. contortus DAF-12 activation, primary screen | HEK293 hcDAF-12 lit1-tk-luc reporter, luminescence; 0% DMSO, 100% Δ7-dafachronic acid | AID 652067 | hit rate 1.4% among 370,000 | activation, % at 6.8 µM;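 active means activation above the mean of all tested compounds plus 3 SD, cut at about 5.5% in these data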;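 further: 100% = response to 3 µM Δ7-dafachronic acid high control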
PLCb3 inh: inhibitors of human phospholipase C beta3 | Q01970 | Purified PLC-beta3, fluorogenic substrate, fluorescence | inhibition, % at 12.2 µM | hit rate 0.18% among 370,000 | AID 720704; in the data active means inhibition above about 11%;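 further: 0% = median of compound wells on plate and 100% = full blocker control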
Target sequence (Q01970 whole entry, looked up): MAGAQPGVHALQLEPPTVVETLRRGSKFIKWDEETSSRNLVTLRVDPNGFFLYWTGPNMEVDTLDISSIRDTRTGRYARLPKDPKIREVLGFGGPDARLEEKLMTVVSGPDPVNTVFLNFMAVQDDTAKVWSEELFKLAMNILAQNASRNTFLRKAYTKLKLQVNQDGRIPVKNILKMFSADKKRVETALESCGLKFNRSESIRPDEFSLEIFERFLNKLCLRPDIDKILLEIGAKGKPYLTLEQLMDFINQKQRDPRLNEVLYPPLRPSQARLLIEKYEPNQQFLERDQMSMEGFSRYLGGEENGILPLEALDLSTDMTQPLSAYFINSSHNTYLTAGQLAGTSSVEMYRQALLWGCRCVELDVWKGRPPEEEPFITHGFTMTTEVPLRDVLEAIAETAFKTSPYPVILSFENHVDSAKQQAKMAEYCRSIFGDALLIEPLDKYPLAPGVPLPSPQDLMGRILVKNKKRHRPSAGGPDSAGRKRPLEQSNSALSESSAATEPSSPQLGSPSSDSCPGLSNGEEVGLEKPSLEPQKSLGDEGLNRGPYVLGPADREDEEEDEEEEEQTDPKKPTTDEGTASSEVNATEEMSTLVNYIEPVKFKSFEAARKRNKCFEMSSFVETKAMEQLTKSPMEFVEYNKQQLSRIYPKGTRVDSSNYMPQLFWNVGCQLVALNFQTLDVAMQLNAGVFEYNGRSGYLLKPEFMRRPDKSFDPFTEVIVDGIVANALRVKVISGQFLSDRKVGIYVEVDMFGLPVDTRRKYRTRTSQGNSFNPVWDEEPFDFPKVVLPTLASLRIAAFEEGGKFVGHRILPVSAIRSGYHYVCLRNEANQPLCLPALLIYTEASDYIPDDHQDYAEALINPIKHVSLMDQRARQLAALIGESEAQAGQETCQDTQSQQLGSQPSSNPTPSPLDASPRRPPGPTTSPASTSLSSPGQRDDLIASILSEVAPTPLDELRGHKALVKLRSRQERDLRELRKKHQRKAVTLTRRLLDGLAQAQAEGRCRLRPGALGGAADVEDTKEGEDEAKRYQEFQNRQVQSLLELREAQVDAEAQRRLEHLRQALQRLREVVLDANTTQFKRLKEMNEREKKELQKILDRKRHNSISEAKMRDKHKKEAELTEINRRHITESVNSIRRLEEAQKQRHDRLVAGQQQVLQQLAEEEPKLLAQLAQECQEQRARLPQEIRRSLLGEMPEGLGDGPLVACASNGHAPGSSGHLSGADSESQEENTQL
SMARCA2 activ: increases SMARCA2 function in MMTV reporter cells | activation, % at 9.1 µM | hit rate 1% among 370,000 | MG213 cells, MMTV-luciferase reporter, dexamethasone, overnight | AID 652017; in the data active means activation above about 7.8%;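 further: 0% = vehicle wells and 100% = reference activator wells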
MBD2 DNA inh: blocks human MBD2 binding to methylated DNA. Q9UBB5. TR-FRET, MBD2 binding to methylated oligonucleotide. inhibition, % at 4.4 µM. hit rate 0.31% among 370,000. AID 686964; in the data active means inhibition above about 13%
DAX1 inh-1: DAX1 (NR0B1) inhibition, primary screen; HEK293T StAR-luciferase reporter, SF-1/DAX-1 repression relief; inhibition, % at 6.8 µM; hit rate 1.1% among 370,000; AID 652010;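 active means inhibition above the mean over all tested compounds plus 3 SD, cut at about 3.6% in these data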;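 further: 0% = DAX-1 cells with DMSO and 100% = cells lacking DAX-1 with DMSO; higher inhibition means more luminescence from relief of DAX-1 repression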
Rev-erbA mod: Rev-erb alpha (human) modulation; Rev-erbα–FITC-DNA binding, fluorescence polarization, 90 min; activity, % at 10 µM; hit rate 0.79% among 370,000; AID 1259318;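 active means activity above about 14%, limit read from the data; passing the limit was not always enough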;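 further: 0% = DMSO wells with 35 nM protein and 100% = DMSO wells with 750 nM protein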
ADAM17 inh: ADAM17 inhibition, QFRET primary screen | recombinant ADAM17, EDANS/DABCYL FRET peptide cleavage | inhibition, % at 6.95 µM | hit rate 0.83% among 370,000 | AID 720648;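 active means inhibition above the mean of compounds lying between control limits plus 3 SD, set per campaign, cut at about 8.5% in these data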;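 further: 0% = DMSO-only wells as the low control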
DAX1 inh-2: inhibitors of human orphan nuclear receptor DAX1 (NR0B1); hit rate 0.99% among 340,000; inhibition, % at 6.75 µM; P51843; AID 504766; HEK293 Gal4-DAX1 luciferase reporter, luminescence;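 active means inhibition above the mean over all tested compounds plus 3 SD, cut at about 4.2% in these data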;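 further: 0% = DAX1-transfected cells with DMSO and 100% = empty-vector control cells with DMSO; inhibition shows as a rise in luminescence from relieved DAX1 repression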
ssDAF12 agonist: S. stercoralis DAF-12 activation, primary screen | HEK293 ssDAF-12/GRIP1 lit1-tk-luc reporter, luminescence; % of 3 µM dafachronic acid response | hit rate 1% among 370,000 | activation, % at 6.8 µM;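 active means activation above the mean over all tested compounds plus 3 SD, cut at about 0.9% in these data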;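 further: 0% = DMSO-only wells and 100% = 3 µM delta7-dafachronic acid wells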
hgDAF12 agonist: activates the H. glycines DAF-12 receptor ligand-binding domain; HEK293 GAL4-hgDAF12 UAS-luciferase reporter, agonist luminescence; normalized to butyrate control; activation, % at 6.8 µM; hit rate 1.8% among 370,000; AID 687014;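 active means activation above a cutoff set at the mean of all screened compounds plus 3 SD, cut at about 10% in these data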;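 further: 0% = DMSO wells and 100% = sodium butyrate wells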
PLC-gamma1 inh: inhibitors of human phospholipase C gamma1 | P19174 | purified PLC-gamma1, fluorogenic substrate, fluorescence | inhibition, % at 12.2 µM | hit rate 0.84% among 370,000 | AID 720700; in the data active means inhibition above about 9.5%
An asterisk follows results filed as active; . = no result given.

No.	SMILES	ssDAF12 agonist	Rev-erbA mod	MBD2 DNA inh	DAX1 inh-2	DAX1 inh-1	hcDAF12 agonist	PLC-gamma1 inh	hgDAF12 agonist	PLCb3 inh	SMARCA2 activ	ADAM17 inh
1	Cc1ccc2c(Cl)c(C(=O)N/N=C/c3cccn3C)sc2c1	-1.4	1	2	-0.1	0.3	2.1	-9	1.7	-8	3	-2
2	Fc1ccccc1-c1nc(NCc2ccccc2)c2ccccc2n1	-1.3	2	-3	.	0.1	-0.3	-3	-0.3	-11	-1	2
3	Cc1cccc(OCC(=O)N/N=C\c2cccn2C)c1C	-1.0	3	-1	-0.6	0.1	-1.0	-3	-0.1	-1	0	2
4	COCc1cc(C(C)=O)ccc1OCC(=O)Nc1ccc(NC(C)=O)cc1	-1.3	1	3	-0.1	-3.2	-1.8	1	-3.1	-4	3	-5
5	COc1ccccc1C(=O)NCC(=O)N1CCN(S(=O)(=O)c2ccccc2C(F)(F)F)CC1	-0.7	4	-5	-0.4	0.5	-0.3	3	-3.5	3	-2	-1
6	C=CCNc1cc(F)ccc1S(=O)(=O)NCC=C	-1.7	-7	-6	-1.1	1.0	0.1	1	0.1	3	-2	3
7	c1ccc2c(Cn3ccnc3)cccc2c1	-1.6	7	0	-0.1	0.1	-0.1	-4	-0.7	-6	-2	0
8	CCOC(=O)c1cnc2sccn2c1=O	-0.7	-3	-1	0.3	-0.8	5.4	-10	1.0	-12	-2	-52
9	CC(=O)OCCN1CCN(C(=O)CN2C(=O)NC(c3ccccc3)(c3ccccc3)C2=O)CC1	0.1	0	2	0.0	-0.2	-2.1	-1	-1.3	-5	-2	-3
10	COc1ccc(Cc2nnc(NC(=O)C3CC(=O)N(CCc4ccc(F)cc4)C3)s2)cc1OC (stereo unspecified)	-0.9	-6	8	0.1	-0.2	-2.9	1	1.6	-9	-3	-2
11	CC(C)(C)c1nc(SCC(=O)N2CC(=O)Nc3ccccc32)c2ccccc2n1	-1.1	12	2	0.2	-0.3	-0.2	3	4.1	1	1	1
12	O=C(NCC(=O)N1CCN(c2ncc(C(F)(F)F)cc2Cl)CC1)c1ccc(Br)o1	-1.5	0	2	-0.4	-1.2	-0.2	3	-1.7	-3	-2	-3
13	CCCCC(=O)Nc1ccccc1C(=O)N1CCOCC1	-1.3	-2	2	0.3	0.1	-1.0	-7	-1.0	-17	-2	-3
14	CCOC(=O)Nc1ccc2c(CNC(C)c3ccccc3OC)cc(=O)oc2c1 (stereo unspecified)	-1.4	-1	3	-0.5	-0.3	-3.9	-110	0.5	-168	2	-64
15	CCn1c(COc2ccccc2)nnc1SCC(=O)Nc1ccc(N2CCOCC2)cc1	-1.0	-6	1	-1.5	-0.7	-1.9	0	-1.2	-5	-2	-3
16	O=C1CS/C(=N\NC(=O)c2ccccc2)N1	-1.5	-3	4	.	-0.1	-1.7	3	0.2	-7	-3	-2
17	CC(OC(=O)c1ccc(Cl)nc1)C(=O)NCc1ccc2c(c1)OCO2 (stereo unspecified)	-0.6	0	-3	0.5	-1.0	-0.2	-1	-1.5	-10	-1	-3
18	COC(=O)C1=C(C)N(C)C(=O)NC1c1ccc(O)c(OC)c1 (stereo unspecified)	-1.1	1	4	-0.2	0.1	-1.0	-4	2.9	-3	-3	-3
19	COC(=O)NC1CCC(CC2CCC(NC(=O)OC)CC2)CC1 (stereo unspecified)	-0.8	-5	-5	-0.1	-0.6	-1.3	0	-1.6	3	0	0
20	CC1(C)CC(=O)C/C(=N\NC(=O)c2cccs2)C1	-0.2	-8	2	-0.4	0.1	0.9	-27	8.9	-34	0	-4
21	O=C(COC(=O)CSc1ccc([N+](=O)[O-])cc1)NC1CCCCCCC1	-0.8	-3	-2	0.5	0.1	0.3	-1	1.5	-4	-4	0
22	CNC(=O)CSc1nnnn1-c1ccc(C)cc1C	-1.1	-3	2	1.1	0.2	-0.6	0	0.6	4	-5	4
23	O=c1c2ccccc2nc(SCc2nnc(-c3ccccc3)o2)n1-c1ccccc1	-1.6	-4	4	0.0	0.2	-1.5	1	-2.0	2	-4	-1
24	COC(=O)c1ccccc1NC(=O)N1c2ccccc2Sc2ccccc21	-1.8	-3	0	-0.3	0.5	1.4	0	2.0	-3	-1	-2
25	CC(=O)NC(CC(=O)N(C)C1CCCCC1)c1ccccc1 (stereo unspecified)	-1.2	-2	-3	-1.2	0.4	-0.4	-2	0.0	-3	-2	-1

A draw from above in order of SMILES length, ascending:
No.	SMILES	ssDAF12 agonist	Rev-erbA mod	MBD2 DNA inh	DAX1 inh-2	DAX1 inh-1	hcDAF12 agonist	PLC-gamma1 inh	hgDAF12 agonist	PLCb3 inh	SMARCA2 activ	ADAM17 inh
7	c1ccc2c(Cn3ccnc3)cccc2c1	-1.6	7	0	-0.1	0.1	-0.1	-4	-0.7	-6	-2	0
16	O=C1CS/C(=N\NC(=O)c2ccccc2)N1	-1.5	-3	4	.	-0.1	-1.7	3	0.2	-7	-3	-2
6	C=CCNc1cc(F)ccc1S(=O)(=O)NCC=C	-1.7	-7	-6	-1.1	1.0	0.1	1	0.1	3	-2	3
2	Fc1ccccc1-c1nc(NCc2ccccc2)c2ccccc2n1	-1.3	2	-3	.	0.1	-0.3	-3	-0.3	-11	-1	2
24	COC(=O)c1ccccc1NC(=O)N1c2ccccc2Sc2ccccc21	-1.8	-3	0	-0.3	0.5	1.4	0	2.0	-3	-1	-2
14	CCOC(=O)Nc1ccc2c(CNC(C)c3ccccc3OC)cc(=O)oc2c1 (stereo unspecified)	-1.4	-1	3	-0.5	-0.3	-3.9	-110	0.5	-168	2	-64
12	O=C(NCC(=O)N1CCN(c2ncc(C(F)(F)F)cc2Cl)CC1)c1ccc(Br)o1	-1.5	0	2	-0.4	-1.2	-0.2	3	-1.7	-3	-2	-3
9	CC(=O)OCCN1CCN(C(=O)CN2C(=O)NC(c3ccccc3)(c3ccccc3)C2=O)CC1	0.1	0	2	0.0	-0.2	-2.1	-1	-1.3	-5	-2	-3

Additional structures.
No.	SMILES	ssDAF12 agonist	Rev-erbA mod	MBD2 DNA inh	DAX1 inh-2	DAX1 inh-1	hcDAF12 agonist	PLC-gamma1 inh	hgDAF12 agonist	PLCb3 inh	SMARCA2 activ	ADAM17 inh
26	CN(Cc1ccncn1)C(=O)C1CCC(=O)N(Cc2cccc(C(F)(F)F)c2)C1 (stereo unspecified)	-0.3	-2	-4	-0.3	-0.2	-0.4	5	2.4	-7	-2	-3
27	CON1C(=O)C(=O)N(OC)C(C)(C)C1(C)C	-1.3	1	-7	0.9	0.2	-1.6	2	2.5	2	5	-2
28	COc1ccc([C@H]2CC(=O)C=C(c3ccc(Br)c4ccccc34)C2)cc1	-1.2	2	2	-1.2	0.8	0.5	2	2.5	-4	-1	4
29	CC1CN(S(=O)(=O)c2ccc(NC(=O)c3ccco3)cc2)CC(C)O1 (stereo unspecified)	-0.8	-2	3	-0.8	-1.1	-2.2	0	-0.1	-2	-2	-5
30	Oc1cc2c(c(Cl)c1O)CCNCC2c1ccccc1 (stereo unspecified)	-1.0	-2	3	-0.9	-0.1	-2.3	-1	-1.5	0	-2	-3
31	Cc1ccc(S(=O)(=O)N(CC(=O)N2CCOCC2)CC(=O)N2CCOCC2)cc1	-1.0	6	6	3.8	-0.4	-1.0	1	1.2	4	-1	-5
32	COc1ccc(/C=N/Nc2ncnc3sc4c(c23)CCCC4)cc1OC	-1.3	6	-1	0.7	1.1	-0.5	-5	3.4	-6	1	-5
33	CCC(C)(C)c1ccc(OCCCC[n+]2cccc(C)c2C)c(C(C)(C)CC)c1	-2.7	42*	3	-8.1	-1.9	-4.8	2	-10	-2	-11	2
34	COc1cc(OC)cc(C(=O)NC(C)c2ccc(Br)cc2)c1 (stereo unspecified)	-1.4	0	-3	-0.2	0.1	0.0	2	-4.1	1	2	2
35	Cc1ccc(C)c(NC(=O)c2ccc(CS(=O)(=O)Cc3ccccc3C)o2)c1	-1.6	4	2	.	-1.4	-2.4	2	-3.8	-1	-4	6
36	Cc1cc(N/N=C(/CCC(=O)O)C(=O)O)nc2ccccc12	-0.6	2	-2	0.0	0.0	0.5	-9	2.0	-13	1	-10
37	CC(C)CCOP(=O)(c1ccccc1)c1ccccc1	-1.6	0	1	-0.7	-0.2	1.3	1	-3.1	4	1	-2
38	COCCCn1c(=O)c2ccccc2n(CC(=O)N2CCCc3ccccc32)c1=O	-1.6	2	2	-0.9	-0.9	-2.3	2	-0.9	-6	-4	-3
39	COc1ccc(NC(=O)C2Cc3c(-c4ccc(Cl)cc4)ccnc3O2)cn1 (stereo unspecified)	-1.7	1	5	.	-1.1	-3.3	0	-0.8	-2	-7	2
40	Cn1c(N)c(S(=O)(=O)NCc2ccc(F)cc2)c(=O)n(C)c1=O	-1.1	-3	1	-0.4	1.3	-0.8	-2	0.7	-3	3	-4
41	CC(=O)Nc1cc(-c2ccsc2)cn2c(-c3ccc(F)cc3)cnc12	-0.4	0	3	.	-0.2	-0.7	-64	-1.2	-97	-8	-45
42	O=C(NCC1CCCO1)Nc1cc(Cl)cc(Cl)c1 (stereo unspecified)	-2.1	4	6	-0.8	-0.8	-1.1	-5	0.1	0	0	-2
43	CCN(CCCNC(=O)c1ccc2c(c1)NC(=O)CN2C)c1cccc(C)c1	-1.1	-4	1	0.7	-0.9	-4.3	-3	0.3	-7	-4	2
44	Brc1ccc(-c2ncc3ccccn23)cc1	-0.5	-3	3	1.4	0.7	-0.9	-3	1.6	-12	0	-4
45	COCCn1c(C)cc(C(=O)COc2nc3ccccc3nc2C)c1C	-2.3	-2	-8	-2.0	-3.7	-4.4	1	-7.3	7	-4	3
46	Cn1nc(C(=O)Nc2ccc3c(c2)OCO3)c2ccccc2c1=O	2.4*	-2	1	-0.3	-0.5	-1.0	0	2.4	-3	0	-1
47	Cc1ccc(S(=O)(=O)N2CCOCC2)cc1C(=O)OCC(=O)NC1CCCCC1	-1.2	2	0	-0.1	-0.6	-0.8	-3	3.7	-5	-1	-2
48	O=C(/C=C/c1ccco1)Nc1nc(-c2ccccc2)cs1	-1.7	-4	3	2.6	1.3	-0.6	-14	5.2	-14	2	1
49	COc1ccccc1C(=O)NCC(=O)OCc1csc(-c2ccccc2)n1	0.1	3	6	0.3	0.5	5.7*	7	8.9	-5	0	-2
50	CC(=O)c1c(C)[nH]c(C(=O)Nc2ccccn2)c1C	-0.1	-6	5	0.3	7.5*	2.0	-3	7.5	-16	3	-2

Along the list, quoted from above:
PLCb3 inh, entries 34 to 41 → 1, -1, -13, 4, -6, -2, -3, -97

Continued:
No.	SMILES	ssDAF12 agonist	Rev-erbA mod	MBD2 DNA inh	DAX1 inh-2	DAX1 inh-1	hcDAF12 agonist	PLC-gamma1 inh	hgDAF12 agonist	PLCb3 inh	SMARCA2 activ	ADAM17 inh
51	CCN(CC)C(=O)NC(c1ccc(C)c(F)c1)C(Cl)(Cl)Cl (stereo unspecified)	-1.0	-3	1	-0.8	-0.7	-3.1	1	-1.5	1	-3	2
52	CCCN(CC1CC1)C(=O)COC(=O)c1ccc2c(c1)C(=O)N(c1ccc(OCC)cc1)C2=O	-2.3	-1	2	0.1	0.1	1.3	-1	-3.3	-6	-2	-3
53	N#Cc1ccccc1NC(=O)CSc1ccc([N+](=O)[O-])cn1	-1.6	-7	1	-1.4	0.0	0.0	0	-2.9	-3	-2	-5
54	Fc1cccc(Nc2nc(-c3ccncc3)nc3ccccc23)c1	-1.9	-2	1	-0.7	-0.9	-2.7	-17	2.4	-23	1	0
